Screening results (PubChem BioAssay)
E coli WT exp – growth inhibitors of E. coli BW25113 wild type | OD600 absorbance | growth inhibition, % at 100 µM | 98,000 tested, 0.15% active;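 active means growth inhibition above about 50% at one test dose, limit read from the data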;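 further: growth measured after 20 h incubation at 37 °C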
S1P2 blocker – antagonists of human S1P2 receptor; cell-based S1P2 antagonist assay, inhibition at 5 uM; O95136; 97,000 tested, 0.21% active; inhibition, % at 5 µM; in the data active means inhibition above about 45%;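 further: CRE beta-lactamase reporter cells expressing human S1P2 stimulated with S1P; 0% = agonist at EC80 alone and 100% = agonist plus reference antagonist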
H69AR inhibit – blocks growth of human H69AR lung tumor cells | H69AR lung tumor viability, ATP luminescence, 72 h; active compounds read low | viability, % at 10 µM | 85,000 tested, 6% active;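 active means viability at or below 40%; inactive means viability above 40%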;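 further: multidrug resistant small cell line overexpressing MRP-1 efflux transporter; 100% = mean luminescence of untreated control wells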
PostGolgi ctrl – yeast control strain growth, post-Golgi counter-screen. inhibition, % at 10 µM. 98,000 tested, 5% active. AID 738. efflux-deficient yeast background strain, growth absorbance A615, 16 h
PostGolgi yeast – growth inhibition of a yeast mutant, post-Golgi transport screen; post-Golgi transport phenotypic cell assay; inhibition, % at 10 µM; 98,000 tested, 0.9% active; AID 739;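 further: yeast cells grown in 1536-well plates; yeast grown about 18 h at 30C before absorbance read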
HUVEC inhibit – blocks proliferation of human endothelial cells. HUVEC proliferation, CellTiter-Glo luminescence, 72 h; active compounds read low. viability, % at 10 µM (by protocol). 86,000 tested, 1.1% active. AID 648;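 active means viability at or below 30%; inactive means viability above 30%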;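 further: 100% = median luminescence of DMSO-only cell control wells on each plate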
S1P2 agonist – agonists of human S1P2 receptor; activation, % at 4.5 µM; AID 729; 97,000 tested, 0.46% active; O95136; S1P2-expressing cell line, agonist reporter read-out; in the data active means activation above about 16%;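 further: 0% = vehicle low control and 100% = maximal reference agonist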
Lung fibro prol – blocks proliferation of human lung fibroblasts. AID 719. viability, % at 10 µM. 85,000 tested, 1.1% active. LL 47 human lung fibroblast viability, ATP luminescence; active compounds read low;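 active means viability at or below 50% in the single dose screen; inactive means viability above 50%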;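 further: compound exposure lasted 72 h before the ATP readout; 100% = median luminescence of untreated cell-only wells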
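material = human LL 47 lung fibroblast cells | dosing = compounds added from tenfold dosing solution, 0.1% DMSO final | timing = overnight cell rest, 72 h compound treatment at 37 °C | measured by = CellTiter-Glo luminescence measuring cellular ATP | evaluation = % viability versus median cells-only luminescence | control set = cell-only wells, no compound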
DAT uptake mod – modulates human dopamine transporter uptake under cocaine. 110,000 tested, 1.3% active. B-score at 10 µM. Q01959. LLC-PK1 hDAT cells, [14C]-dopamine uptake with cocaine IC80; actives deviate in either direction;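 active means Z score or B-score, a plate-position-corrected score, falls beyond the plate's 99.7% confidence bounds, in either direction; inactive means both scores lie inside the 99.7% bounds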;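 further: scored against the spread of the other compound wells on the same plate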
Target sequence (Q01959 whole entry, looked up): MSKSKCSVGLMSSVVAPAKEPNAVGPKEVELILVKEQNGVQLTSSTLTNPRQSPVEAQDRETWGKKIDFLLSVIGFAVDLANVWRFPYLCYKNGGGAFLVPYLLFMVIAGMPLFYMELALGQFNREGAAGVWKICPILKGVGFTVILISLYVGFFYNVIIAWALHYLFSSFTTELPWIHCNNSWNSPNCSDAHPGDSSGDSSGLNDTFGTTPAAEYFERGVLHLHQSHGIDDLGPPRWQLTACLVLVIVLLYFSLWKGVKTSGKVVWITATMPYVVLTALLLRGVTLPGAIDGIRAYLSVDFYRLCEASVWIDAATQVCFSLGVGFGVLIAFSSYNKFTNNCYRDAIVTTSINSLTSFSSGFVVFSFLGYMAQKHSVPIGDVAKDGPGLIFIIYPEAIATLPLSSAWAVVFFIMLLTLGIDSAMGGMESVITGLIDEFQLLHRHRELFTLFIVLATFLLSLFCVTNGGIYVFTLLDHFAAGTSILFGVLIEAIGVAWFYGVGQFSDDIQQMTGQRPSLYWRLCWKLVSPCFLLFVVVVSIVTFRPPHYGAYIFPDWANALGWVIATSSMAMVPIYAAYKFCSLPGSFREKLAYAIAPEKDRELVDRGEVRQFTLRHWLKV
Starred values were filed as active, the others as inactive; nt = no result given. Unless noted, no stated cut-off is given here; in the data, active means inhibition above about 30%; inactive means the rest. The order is random; about 11% have a hit in one of these screens.

Compound	E coli WT exp	S1P2 blocker	H69AR inhibit	PostGolgi ctrl	PostGolgi yeast	HUVEC inhibit	S1P2 agonist	Lung fibro prol	DAT uptake mod
O=C(NCc1ccccn1)c1ccc(N2CCCC2=O)cc1	3	11	96	2	19	106	-5	104	0.43
Cc1ccc(CSc2nncn2-c2ccccn2)cc1	nt	-40	98	nt	nt	94	-2	103	-1
CCOC(=O)c1ccc(C(=O)OCC)nc1	4	4	97	3	-1	114	-6	103	0.34
CN1OC2C(=O)N(c3ccccc3)C(=O)C2C1c1ccc(F)cc1 (configuration not stated)	-5	-15	nt	-2	-1	nt	-2	nt	0.016
CSc1nc2c(c(=O)[nH]1)C(c1cccs1)C1=C(CCCC1=O)N2 (configuration not stated)	-3	9	101	1	4	101	-2	97	0.68
CCOC(=O)C1=C(C)Nc2ccccc2N=C1NC(=O)c1cccc(S(=O)(=O)N(C)C)c1	-5	2	93	2	-1	83	-6	90	0.39
COc1ccc(-c2cc(-c3ccccc3O)[nH]n2)cc1	17	13	13*	11	-5	71	-5	77	-0.87
COC(=O)/C(=C\Nc1ccc(Cl)c2ccccc12)c1ncc(C(F)(F)F)cc1Cl	5	3	33*	-11	7	108	-11	93	0.44
O=C(NCCSc1ccccc1)c1ccco1	9	-1	105	2	12	95	-8	98	0.3
Oc1ccccc1-c1nc(NCc2ccco2)c2ccccc2n1	2	-15	36*	2	-3	47	-3	74	-0.19
CCN(CC(=O)Nc1ccccc1C(=O)OC)S(=O)(=O)c1ccc(OC)cc1	2	16	100	40*	-6	95	-6	103	0.43
Cc1csc(SCC(=O)c2ccc(S(=O)(=O)N3CCOCC3)cc2)n1	-2	2	73	7	16	99	-6	96	0.043
Cc1ccc(C)c(N2CCN(C(=O)CC3Sc4ccccc4NC3=O)CC2)c1 (configuration not stated)	-11	-1	44	10	-1	83	-3	93	3.4*
Cc1cc(C)n(/N=C\c2c(O)ccc3ccccc23)c(=O)c1C(N)=O	4	-8	96	3	-3	86	-2	97	-0.5
CCCOc1ccc(C(=O)Nc2ccc(C)cc2[N+](=O)[O-])cc1	-13	19	nt	1	-2	nt	-1	nt	-0.01
COc1ccc(N(CC(=O)NCc2ccc3c(c2)OCO3)S(=O)(=O)c2c(C)nn(C)c2C)cc1	-7	1	92	11	11	89	-6	96	-0.47
CCn1nc(CC(=O)Nc2nnc(CC(=O)N3CCOCC3)s2)c2ccccc2c1=O	5	24	85	0	4	101	-7	112	-0.34
O=C(c1cncc(Br)c1)N1CCc2ccccc2C1	1	6	65	-5	0	79	-1	102	0.73
CCC(C)(C)NC(=O)C(c1ccc(C)o1)N(C(=O)c1csnn1)c1cccc(F)c1 (configuration not stated)	nt	4	92	nt	nt	97	-6	96	-0.021
Cc1nc2c(sc3nc4c(cc32)COC(C)(C)C4)c(=O)o1	1	3	nt	6	1	nt	-5	nt	0.81
O=C(CN1CCC(n2nnc3cc(C(F)(F)F)ccc32)CC1)Nc1ccc2c(c1)CCC2	-4	13	nt	0	-4	nt	-3	nt	1.2
COCCCN1C(=O)c2ccc(C(=O)Nc3cccc(OC)c3)cc2C1=O	0	-1	89	2	9	100	-7	104	0.87
CCN(CC)S(=O)(=O)c1cccc(-c2nnc(SCC(=O)NC)n2CCc2ccccc2)c1	0	nt	69	3	4	93	nt	103	-0.017
CCOC(=O)c1[nH]c2cc3c(cc2c1NC(=O)CN1CCC2(CC1)OCCO2)OCO3	1	4	nt	9	0	nt	-3	nt	0.025
Cn1c(C(=O)NCCCN2CCN(c3ccccc3F)CC2)cc2c(=O)[nH]c3ccccc3c21	-1	-7	59	7	10	75	-9	81	0.84
COc1cc(OC)cc(C(=O)Nc2ccc(-n3cnnn3)c(C)c2)c1	3	-2	75	13	6	100	1	90	-0.24
CCCCC(=O)Nc1ccc(N2CCN(S(C)(=O)=O)CC2)cc1	2	0	98	-8	-2	102	-1	109	1.3
O=C(CN1C(=O)NC(Cc2ccccc2)C1=O)Nc1ccccc1 (configuration not stated)	7	18	85	4	-3	100	-9	94	0.011
Cc1nc2c(o1)CCc1ccccc1C2N1CCN(C)CC1 (configuration not stated)	0	1	83	5	20	96	-2	113	-0.51
CC(NC(=O)c1cccc(F)c1)C(c1cccs1)N1CCN(C)CC1 (configuration not stated)	-2	14	84	2	-10	90	-8	98	-0.49

Filtered by structure, the compounds so far with a furan ring, fused or not (3)
Compound	E coli WT exp	S1P2 blocker	H69AR inhibit	PostGolgi ctrl	PostGolgi yeast	HUVEC inhibit	S1P2 agonist	Lung fibro prol	DAT uptake mod
O=C(NCCSc1ccccc1)c1ccco1	9	-1	105	2	12	95	-8	98	0.3
Oc1ccccc1-c1nc(NCc2ccco2)c2ccccc2n1	2	-15	36*	2	-3	47	-3	74	-0.19
CCC(C)(C)NC(=O)C(c1ccc(C)o1)N(C(=O)c1csnn1)c1cccc(F)c1 (configuration not stated)	nt	4	92	nt	nt	97	-6	96	-0.021

Entries listed above shown as hits in DAT uptake mod.
SMILES | S1P2 blocker | S1P2 agonist | DAT uptake mod
Cc1ccc(C)c(N2CCN(C(=O)CC3Sc4ccccc4NC3=O)CC2)c1 (configuration not stated) | -1 | -3 | 3.4*

The list goes on.
Compound	E coli WT exp	S1P2 blocker	H69AR inhibit	PostGolgi ctrl	PostGolgi yeast	HUVEC inhibit	S1P2 agonist	Lung fibro prol	DAT uptake mod
O=S(=O)(c1ccc(Cl)c(Cl)c1)c1snnc1-c1ccccc1	6	9	-0.2*	52*	25	3.6*	-6	4.8*	-0.49
COC(=O)Cc1c(C)nc2nc(NCc3cccc([N+](=O)[O-])c3)[nH]n2c1=O	5	-2	102	1	-1	97	-8	107	-0.89
COC(=O)c1cnn2c3c(c(C)nc12)CCCC3	2	-8	89	4	-2	110	-5	112	-0.13
O=C(CSc1nnc(Cc2ccccc2)o1)NC1CCCCC1	-3	-1	99	4	6	101	-6	99	0.27
COc1ccc(OC)c2[nH]c(=O)c(CCNS(=O)(=O)c3ccc(Cl)cc3)cc12	5	-13	55	8	-2	91	-2	105	nt
Clc1ccc2c(c1)C1=C(C(c3ccncc3)O2)C(c2ccc(Br)cc2)n2ncnc2N1 (configuration not stated)	-5	14	79	44*	22	71	-10	74	0.76
CCC(C)(C)NC(=O)Cc1ccccc1OC	2	2	95	5	-6	104	-2	98	0.36
CCCNC(=O)c1c(N)n(-c2cc(OC)cc(OC)c2)c2nc3ccccc3nc12	-20	nt	51	27	-7	56	nt	91	0.046
CNc1nnc(-c2ccncc2)s1	5	-7	93	12	7	102	-1	93	-0.46
CCCc1cc(=O)[nH]c(SCC(=O)N(C)C2CCS(=O)(=O)C2)n1 (configuration not stated)	-3	-14	95	11	1	95	-5	103	0.019
COCC(=O)N(Cc1cc2ccc(C)cc2[nH]c1=O)c1ccc(OC)cc1	-2	6	86	3	-1	95	-4	99	0.7
O=C1c2cccc(O)c2C(=O)c2c(O)cccc21	nt	nt	47	nt	nt	43	nt	92	-0.55
CCOC(=O)N1CCN(C(=O)c2ccc(CS(=O)(=O)c3c(Cl)cccc3Cl)o2)CC1	4	nt	nt	7	3	nt	nt	nt	0.59
C=C(C)C1CC=C(C)/C(=N/NC(=O)c2ccc(NC(=O)c3cccc(C)c3)cc2)C1 (configuration not stated)	-4	11	nt	-1	-6	nt	-5	nt	nt
O=C(COC(=O)C1CC2C=CC1C2)Nc1ccc2c(c1)OC(F)(F)O2 (configuration not stated)	23	-21	96	-6	-10	87	-7	96	2.2
CCOC(=O)c1ccc(NC(=O)NC2CC3CCC(C2)N3Cc2nnnn2Cc2ccco2)cc1 (configuration not stated)	0	38	86	5	2	97	-3	102	-0.29
Cc1ccc(O)c(-c2cc(C(F)(F)C(F)F)nc(-c3ccccc3)n2)c1	-8	4	74	11	7	71	-3	96	0.014
COc1ccc(CCNc2oc(Cc3cccc4ccccc34)nc2C#N)cc1OC	-23	-16	76	21	-12	98	1	99	1.2
COc1ccccc1-c1nnc(NC(=O)c2ccc(S(=O)(=O)N(C)Cc3ccccc3)cc2)o1	-13	-18	22*	7	17	17*	-3	67	-8.6*
Cc1c(C(=O)N2CCOCC2)[nH]c2ccc(OCc3ccccc3)cc12	3	-1	88	9	7	92	-8	101	2.6*
CCCCCNC(=O)CN(c1ccc2c(c1)OCO2)S(C)(=O)=O	-2	-29	95	-2	-8	97	-8	105	-0.15
CCCOc1ccccc1Nc1nnc(C)c(=O)[nH]1	-4	9	96	12	2	95	-5	103	-0.044
Cn1c(=O)c(=O)n(C)c2cc(S(=O)(=O)N3CCN(C4CCCCC4)CC3)ccc21	-11	6	88	13	4	92	-3	90	0.48
CC(C)(C)NC(=O)CSc1nnc(-c2ccncc2)n1Cc1ccccc1	-2	13	103	-1	-4	85	-4	96	0.57
Cc1ccc(-c2nnnn2CS(=O)(=O)c2ccccc2)cc1	-3	23	92	27	8	105	-5	110	-0.038

For convenience, part of the list above.
Compound	E coli WT exp	S1P2 blocker	H69AR inhibit	PostGolgi ctrl	PostGolgi yeast	HUVEC inhibit	S1P2 agonist	Lung fibro prol	DAT uptake mod
CCCCCNC(=O)CN(c1ccc2c(c1)OCO2)S(C)(=O)=O	-2	-29	95	-2	-8	97	-8	105	-0.15
CCCOc1ccccc1Nc1nnc(C)c(=O)[nH]1	-4	9	96	12	2	95	-5	103	-0.044
Cn1c(=O)c(=O)n(C)c2cc(S(=O)(=O)N3CCN(C4CCCCC4)CC3)ccc21	-11	6	88	13	4	92	-3	90	0.48
CC(C)(C)NC(=O)CSc1nnc(-c2ccncc2)n1Cc1ccccc1	-2	13	103	-1	-4	85	-4	96	0.57
Cc1ccc(-c2nnnn2CS(=O)(=O)c2ccccc2)cc1	-3	23	92	27	8	105	-5	110	-0.038
